Assay outcomes deposited in PubChem BioAssay by several laboratories.
L929 necroptosis – L929 zVAD cell death inhibition | 0.38% of 220,000 active | viability rescue, % at 10 µM | L929 zVAD necroptosis rescue, ATP luminescence, 24 h; with zVAD 60 µM;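 active = activation, scaled between plate controls, above about 75%, limit read from the data; inactive = activation under that limit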;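 note: 0% = zVAD with DMSO and 100% = DMSO alone without zVAD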
PERK inh – human PERK inhibition, primary cell-based screen; CHO PERK-DD fusion, SEAP luminescence translation reporter; inhibition, % at 5.6 µM; 0.17% of 220,000 active;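 active = inhibition above the mean inhibition of all tested compounds plus 3 SD, set separately per screening campaign, cut at about 2.9% in these data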;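 note: PERK kinase domain activated by AP20187 dimerizer at 100 nM; 0% = DMSO with dimerizer and 100% = rapamycin at 8.4 µM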
Rad51 HR inh – blocks human Rad51 in homologous recombination; Q06609; hRad51 DNA strand exchange, fluorescence dequenching; inhibition, % at 10 µM; 0.085% of 200,000 active; AID 1385;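 active = inhibition above 40% at the single screening dose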;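 note: 0% = DMSO control wells and 100% = blanks with heterologous ssDNA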
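Read-out basis: percent inhibition relative to plate controls and blanks / Assay system: human Rad51 nucleoprotein filaments preassembled on unlabelled ssDNA / Timing: filaments 15 min 37 °C, then compound 30 min / Control set: per-plate controls and blanks / Technique: fluorescence dequenching at 485/520 nm / Compound: 10 µM final, single point / Also added: Fluorescein- and BHQ1-tagged 47-mer duplex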
EBV gp42 inh – EBV gp42 inhibition; Q1HVG2; Fluorescence polarization binding assay, mP read-out; inhibition, % (tested at 21.74 µM); 0.42% of 220,000 active; in the data active = inhibition above about 50%
TNF necrop inh – TNF-alpha cell death inhibition in Jurkat FADD-/- cells; activation (protection from cell death), % at 10 µM; Jurkat FADD-/- TNF necroptosis rescue, ATP luminescence, 24 h; 0 = TNF only, 100 = no-TNF cells; 0.068% of 220,000 active; AID 463075;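 active = activation, meaning protection from cell death, of at least 50% relative to plate controls; inactive = activation below 50%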;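 note: necroptosis triggered by 40 ng/mL TNF-alpha added together with compound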
KCC2 mod – modulators of human KCC2 chloride dependent transport; AID 1456; B-score of Tl+ flux slope (higher = more flux/activation; lower = inhibition) at 10 µM; 2.2% of 190,000 active; KCC2 cells, thallium flux FluoZin-2 fluorescence;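 active = thallium flux slope and its plate-corrected score both differing from the plate sample mean at a set confidence after two filtering rounds, in either direction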;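 note: slope of fluorescence scaled to starting intensity during 10 to 20 s after thallium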
m-calpain inh – calpain II (pig) inhibition. purified calpain II, fluorogenic peptide substrate, 30 min. 0.37% of 220,000 active. AID 1236. inhibition, % at 16 µM;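 active = inhibition above about 50%, limit read from the data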
Mdm2 ligase inh – inhibitors of human Mdm2 E3 ubiquitin ligase; Q00987; cell-based MDM2 ubiquitination luciferase reporter, 2 h; 0 = plate control, 100 = twice control, blank-subtracted; signal enhancement, % at 5 µM; 0.11% of 210,000 active;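 active = signal enhancement of 30% or more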;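 note: luminescence tracks abundance of the self-degrading MDM2-luciferase fusion protein; higher signal means inhibition of MDM2 E3 ligase activity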
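Assay system: stable mammalian line carrying autodegrading MDM2–luciferase fusion reporter; Input: 2000 cells in each well; Compound dosing: single-point 5 µM; Schedule: 2 h compound exposure at 37 °C; Signal: SteadyLite luciferase luminescence after 15 min room-temperature reagent incubation; Evaluation: % luminescence enhancement versus blank-corrected plate control mean; Benchmarks: plate controls and plate blanks.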
eIF4E-4G inh – eIF4E/eIF4G interaction inhibition in translation initiation; P63073+Q04637; TR-FRET eIF4E-eIF4GI(517-606) binding, 2 h; inhibition, % at 21.7 µM; 0.37% of 220,000 active;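 active = inhibition above about 30%, limit read from the data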;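 note: 0% = full FRET control wells and 100% = background wells lacking eIF4GI fragment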
Target sequence (P63073 whole entry, looked up, the tested form may be a part): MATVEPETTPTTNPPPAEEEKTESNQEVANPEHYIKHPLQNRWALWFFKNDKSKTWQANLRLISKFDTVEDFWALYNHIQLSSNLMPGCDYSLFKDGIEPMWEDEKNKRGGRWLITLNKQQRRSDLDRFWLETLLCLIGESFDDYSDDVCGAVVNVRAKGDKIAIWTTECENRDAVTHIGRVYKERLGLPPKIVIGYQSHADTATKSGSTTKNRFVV
Target sequence (Q04637 whole entry, looked up, the tested form may be a part): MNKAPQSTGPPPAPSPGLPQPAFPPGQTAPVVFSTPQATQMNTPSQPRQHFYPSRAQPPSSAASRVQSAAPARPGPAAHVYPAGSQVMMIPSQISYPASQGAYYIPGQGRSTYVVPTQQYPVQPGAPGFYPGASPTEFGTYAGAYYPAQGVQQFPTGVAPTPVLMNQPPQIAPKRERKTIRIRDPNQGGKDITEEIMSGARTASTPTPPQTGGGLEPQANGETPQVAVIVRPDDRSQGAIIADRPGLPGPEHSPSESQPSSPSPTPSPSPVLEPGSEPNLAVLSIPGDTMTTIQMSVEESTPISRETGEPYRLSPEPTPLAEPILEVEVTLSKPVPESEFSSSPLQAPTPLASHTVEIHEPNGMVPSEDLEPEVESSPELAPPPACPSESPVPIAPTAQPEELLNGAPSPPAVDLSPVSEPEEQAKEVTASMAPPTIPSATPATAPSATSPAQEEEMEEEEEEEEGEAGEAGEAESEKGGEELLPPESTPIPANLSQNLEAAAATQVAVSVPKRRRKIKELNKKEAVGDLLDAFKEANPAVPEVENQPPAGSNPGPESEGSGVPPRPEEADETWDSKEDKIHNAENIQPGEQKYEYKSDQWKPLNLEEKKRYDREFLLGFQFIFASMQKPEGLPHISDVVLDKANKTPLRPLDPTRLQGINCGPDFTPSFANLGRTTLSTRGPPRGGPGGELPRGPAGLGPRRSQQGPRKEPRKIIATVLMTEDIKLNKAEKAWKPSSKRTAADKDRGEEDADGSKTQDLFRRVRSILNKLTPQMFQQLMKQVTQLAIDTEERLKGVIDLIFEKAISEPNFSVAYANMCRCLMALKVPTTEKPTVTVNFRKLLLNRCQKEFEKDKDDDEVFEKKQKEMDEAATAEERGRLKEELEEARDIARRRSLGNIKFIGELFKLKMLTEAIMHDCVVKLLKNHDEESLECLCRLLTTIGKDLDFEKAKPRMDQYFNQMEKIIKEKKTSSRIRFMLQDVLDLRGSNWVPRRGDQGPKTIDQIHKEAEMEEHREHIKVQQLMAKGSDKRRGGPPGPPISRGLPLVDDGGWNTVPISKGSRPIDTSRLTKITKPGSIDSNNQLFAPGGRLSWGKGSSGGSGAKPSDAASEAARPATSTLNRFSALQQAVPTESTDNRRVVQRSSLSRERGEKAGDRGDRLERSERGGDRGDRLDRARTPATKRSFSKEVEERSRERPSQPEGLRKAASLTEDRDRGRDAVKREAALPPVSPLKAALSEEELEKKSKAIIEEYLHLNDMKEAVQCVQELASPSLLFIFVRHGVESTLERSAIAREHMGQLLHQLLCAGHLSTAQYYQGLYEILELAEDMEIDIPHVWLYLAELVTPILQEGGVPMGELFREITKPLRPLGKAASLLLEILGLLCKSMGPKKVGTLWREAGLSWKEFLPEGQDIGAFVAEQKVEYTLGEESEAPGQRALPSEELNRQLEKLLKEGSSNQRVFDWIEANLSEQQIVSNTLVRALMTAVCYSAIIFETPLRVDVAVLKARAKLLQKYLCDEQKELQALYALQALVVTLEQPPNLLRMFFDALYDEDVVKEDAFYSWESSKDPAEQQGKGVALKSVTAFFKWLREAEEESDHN
Numbers without * were called inactive; / = not tested or not shown; [ ] = dose if it differs, or a comment. Some of the compounds tested. The share of hits here may be higher or lower than overall.

#1 O=[N+]([O-])c1cccc2c([As](=O)(O)O)cccc12
#2 c1ccc(-c2nnc(C3CC(c4cccnc4)=NO3)o2)cc1 (configuration not stated)
#3 O=C(CNC(=O)OCc1ccccc1)NCC(=O)Nc1ccc(Br)cc1C(=O)c1ccccc1
#4 CCC(CO)NC(=O)C1C=C2c3cccc4[nH]cc(c34)CC2N(C)C1 (configuration not stated)
#5 CC1(C)CSC(Nc2ccc(F)c(Cl)c2)=N1
#6 CC/C(=N\NC(N)=O)c1c(O)[nH]c(=O)[nH]c1=O
#7 CNCC(C)c1ccccc1 (configuration not stated)
#8 CN1CCN(c2ccc(NC(=O)C(C)(C)C)cc2)CC1

Screen / compound no. | 1 | 2 | 3 | 4 | 5 | 6 | 7 | 8
L929 necroptosis | 0.4 | -0.4 | -0.1 | 1.4 | 0.0 | 0.2 | -0.3 | 1.7
PERK inh | 1.6 | / | -0.8 | 0.6 | 0.7 | 0.4 | 0.3 | 0.7
Rad51 HR inh | -5 | 1 | 1 | 0 | -1 | 15 | 8 | -3
EBV gp42 inh | -6 | 3 | -9 | 22 | 4 | -7 | -8 | 5
TNF necrop inh | 1.5 | 1.6 | 0.3 | 0.1 | 0.1 | 1.9 | 1.7 | 0.0
KCC2 mod | -0.87 | 1.5 | -2.5 | 0.12 | -0.11 | 0.13 | / | /
m-calpain inh | 18 | 18 | 18 | -292 | 12 | -19 | 9 | 24
Mdm2 ligase inh | -9 | 5 | 3 | -17 | -10 | -9 | -20 | 0
eIF4E-4G inh | 0 | -3 | 1[fluorescence artefact?] | -1 | 9[fluorescence artefact?] | 2 | 6 | 5[fluorescence artefact?]

#9 O=c1[nH]c(=S)n(C2CC2)c(O)c1/C=N/N1CCOCC1
#10 CN(C)/C=C(\C=[N+](C)C)c1[nH]ncc1[N+](=O)[O-]
#11 CC(C)NC(=O)c1ccc(N2CC3CC(C2)c2cccc(=O)n2C3)c([N+](=O)[O-])c1 (configuration not stated)
#12 O=c1cccc2n1CC1CC2CN(Cc2c(F)cccc2Cl)C1 (configuration not stated)
#13 CCN1CCN(c2ncnc3ccc(Br)cc23)CC1
#14 Cc1nn(Cc2ccccc2Cl)c(C)c1C(=O)OCC(=O)NC1CCCC(C)C1C (configuration not stated)
#15 CSc1ccc(C(=O)C2CCCN(Cc3cc4ccccc4[nH]3)C2)cc1 (configuration not stated)
#16 Cc1c(N=Cc2c(O)n(Cc3ccccc3)c(=O)[nH]c2=O)c(=O)n(-c2ccccc2)n1C

Screen / compound no. | 9 | 10 | 11 | 12 | 13 | 14 | 15 | 16
L929 necroptosis | 0.5 | 0.0 | 1.5 | -0.3 | -1.1 | 2.8 | 2.1 | /
PERK inh | 0.7 | 2.4 | -0.3 | 1.8 | 0.0 | -0.7 | 0.3 | -0.1
Rad51 HR inh | / | / | 15 | -4 | 1 | 3 | -6 | /
EBV gp42 inh | -10 | -6 | -3 | -20 | -4 | -15 | -1 | -14
TNF necrop inh | 0.8 | 0.6 | 0.4 | 2.3 | 1.6 | 3.6 | 1.7 | -4.0
KCC2 mod | 0.15 | -0.85 | -0.37 | -0.27 | 2.4 | 0.46 | 0.41 | -0.07
m-calpain inh | 7 | -13 | -12 | -19 | -7 | 22 | 24 | 17
Mdm2 ligase inh | / | 1 | -5 | -8 | 2 | -16 | -4 | -5
eIF4E-4G inh | 0[fluorescence artefact?] | -2 | -1 | 2[fluorescence artefact?] | 2 | -4[fluorescence artefact?] | 0 | 3[fluorescence artefact?]

#17 CN(C)C(=O)Oc1ccc([N+](=O)[O-])cc1
#18 COc1cc(C[C@@H](C)N)c(OC)cc1I
#19 CCC(=O)c1cn(Cc2ccccc2C#N)c2ccccc12
#20 CC(C)n1c(O)c(C=NCc2ccccc2)c(=O)[nH]c1=S
#21 COc1ccccc1-n1c(-c2ccoc2)nc2ccccc2c1=O
#22 O=C(c1cnn2c(C(F)(F)F)cc(-c3ccccc3)nc12)N1CCC2(CC1)OCCO2
#23 COc1ccc2c(c1OC)C(=O)OC2c1c(O)n(Cc2ccc(F)cc2)c(=O)[nH]c1=O (configuration not stated)
#24 Cc1cc(OCc2cc(C(=O)O)oc2C)c2c3c(c(=O)oc2c1)CCCC3

Screen / compound no. | 17 | 18 | 19 | 20 | 21 | 22 | 23 | 24
L929 necroptosis | 1.5 | -0.3 | -0.3 | 1.0 | 3.1 | -0.3 | 0.8 | 0.3
PERK inh | 0.7 | / | -0.8 | 0.8 | -0.3 | -1.5 | 0.2 | 0.6
Rad51 HR inh | 0 | -5 | 3 | 9 | 1 | -4 | -3 | -3
EBV gp42 inh | -5 | -23 | -8 | -3 | 14 | -7 | 0 | 1
TNF necrop inh | 0.3 | 7.0 | -6.4 | 3.9 | 0.6 | -1.8 | 2.9 | 1.1
KCC2 mod | -0.62 | -0.067 | -1.4 | 1.1 | / | / | 0.61 | /
m-calpain inh | 17 | -17 | -37 | 12 | 32 | -194 | 8 | -311
Mdm2 ligase inh | -9 | -4 | 6 | -11 | -11 | -15 | -11 | -7
eIF4E-4G inh | 3 | -20 | -5 | -2 | 2 | 0 | 5[fluorescence artefact?] | -2

As entered above.
Under L929 necroptosis, COc1ccccc1-n1c(-c2ccoc2)nc2ccccc2c1=O is entered as 3.1
Under PERK inh, Cc1cc(OCc2cc(C(=O)O)oc2C)c2c3c(c(=O)oc2c1)CCCC3 is entered as 0.6
Under TNF necrop inh, CCC(=O)c1cn(Cc2ccccc2C#N)c2ccccc12 is entered as -6.4

Four structures out of the list, arranged by length of the SMILES, high to low.
#23 COc1ccc2c(c1OC)C(=O)OC2c1c(O)n(Cc2ccc(F)cc2)c(=O)[nH]c1=O (configuration not stated)
#24 Cc1cc(OCc2cc(C(=O)O)oc2C)c2c3c(c(=O)oc2c1)CCCC3
#19 CCC(=O)c1cn(Cc2ccccc2C#N)c2ccccc12
#17 CN(C)C(=O)Oc1ccc([N+](=O)[O-])cc1

Screen / compound no. | 23 | 24 | 19 | 17
L929 necroptosis | 0.8 | 0.3 | -0.3 | 1.5
PERK inh | 0.2 | 0.6 | -0.8 | 0.7
Rad51 HR inh | -3 | -3 | 3 | 0
EBV gp42 inh | 0 | 1 | -8 | -5
TNF necrop inh | 2.9 | 1.1 | -6.4 | 0.3
KCC2 mod | 0.61 | / | -1.4 | -0.62
m-calpain inh | 8 | -311 | -37 | 17
Mdm2 ligase inh | -11 | -7 | 6 | -9
eIF4E-4G inh | 5[fluorescence artefact?] | -2 | -5 | 3

Compounds from the list above with an aryl methoxy group (3):
#18 COc1cc(C[C@@H](C)N)c(OC)cc1I
#21 COc1ccccc1-n1c(-c2ccoc2)nc2ccccc2c1=O
#23 COc1ccc2c(c1OC)C(=O)OC2c1c(O)n(Cc2ccc(F)cc2)c(=O)[nH]c1=O (configuration not stated)

Screen / compound no. | 18 | 21 | 23
L929 necroptosis | -0.3 | 3.1 | 0.8
PERK inh | / | -0.3 | 0.2
Rad51 HR inh | -5 | 1 | -3
EBV gp42 inh | -23 | 14 | 0
TNF necrop inh | 7.0 | 0.6 | 2.9
KCC2 mod | -0.067 | / | 0.61
m-calpain inh | -17 | 32 | 8
Mdm2 ligase inh | -4 | -11 | -11
eIF4E-4G inh | -20 | 2 | 5[fluorescence artefact?]

(cont.)
#25 CCCCn1c(=O)c(C(=O)Nc2ccccc2S(N)(=O)=O)c(O)c2ccccc21
#26 COc1cccc(-n2nc(C(=O)N3CCC4(CC3)OCCO4)c3ccccc3c2=O)c1
#27 O=c1[nH]cc(COCC(F)(F)C(F)(F)C(F)(F)F)c(=O)[nH]1
#28 Cc1cc(/C=C2/C(=O)NC(=O)N(C)C2=O)c(C)n1-c1ccccc1
#29 CC(C)Oc1ccc(CC2(CCc3ccncc3)C(=O)NC(=O)NC2=O)cc1
#30 CCCCC/C(=N/O)c1c(C)[nH]c2ccccc12
#31 CN1C(=O)N(C)C(=O)C(CCc2ccccn2)(CCc2ccccn2)C1=O
#32 CCCCOc1ccc(CCN)cc1Cl

Screen / compound no. | 25 | 26 | 27 | 28 | 29 | 30 | 31 | 32
L929 necroptosis | 2.2 | 1.5 | 2.9 | 0.6 | 0.4 | 1.0 | 0.7 | -0.3
PERK inh | 0.9 | -1.4 | 0.6 | 0.6 | 0.1 | 0.8 | 0.4 | -0.7
Rad51 HR inh | -4 | 2 | 24 | 4 | 18 | 4 | 12 | 4
EBV gp42 inh | 4 | -15 | 0 | 1 | -16 | 3 | -18 | -7
TNF necrop inh | 1.2 | -1.1 | 0.1 | -3.5 | -0.7 | -2.7 | -0.1 | 0.5
KCC2 mod | -2.3 | -0.41 | 0.55 | 1 | -1.8 | 0.16 | 1.3 | 0.49
m-calpain inh | -75 | -6 | -3 | -1 | -19 | -4 | -5 | 17
Mdm2 ligase inh | -3 | -15 | -21 | -5 | -4 | -2 | -9 | -6
eIF4E-4G inh | -4 | 2 | -1 | 2 | -1 | -1 | 5[fluorescence artefact?] | 2

#33 O=C(c1cccc(N2CCCC2=O)c1)N1CCC2(CC1)OCCO2
#34 COC(=O)c1ccccc1N=Cc1c(O)[nH]c(=S)[nH]c1=O
#35 CN(C)C1(CNC(=O)c2ccc(Cl)c(S(=O)(=O)NCc3ccco3)c2)CCCCC1
#36 O=C1C(=O)c2ccccc2-c2ccccc21
#37 CNCC(O)c1ccc(O)cc1 (configuration not stated)
#38 CSC(=Nc1ccccc1)c1c(O)n(C)c(=O)n(C)c1=O
#39 CC(NC(=O)Oc1ccccc1)C(c1cccs1)N1CCOCC1 (configuration not stated)
#40 CSc1ccc(C(=O)C2CCCN(C)C2)cc1 (configuration not stated)

Screen / compound no. | 33 | 34 | 35 | 36 | 37 | 38 | 39 | 40
L929 necroptosis | 0.9 | 6.3 | 0.9 | -4.8 | 0.6 | 1.3 | 0.8 | -0.3
PERK inh | 0.4 | 1.1 | 0.9 | 2.7 | 1.7 | 1.4 | 0.5 | 0.9
Rad51 HR inh | -1 | 5 | 2 | 3 | -2 | -6 | -2 | 0
EBV gp42 inh | -13 | -25 | -13 | -5 | 4 | -5 | -9 | 0
TNF necrop inh | 2.9 | 0.4 | 1.3 | -27 | 1.0 | -0.5 | -0.7 | 0.8
KCC2 mod | 0.2 | 0.26 | 0.95 | 0.73 | -0.16 | / | 0.035 | 0.28
m-calpain inh | -10 | -107 | -26 | 36 | -24 | -11 | -9 | 9
Mdm2 ligase inh | -11 | 19 | -21 | -11 | / | -9 | / | 5
eIF4E-4G inh | 2 | 12 | 2[fluorescence artefact?] | -1 | 1[fluorescence artefact?] | 9 | 2 | 2

#41 CCn1c(=O)n(CC(=O)N2CCC3(CC2)OCCO3)c(=O)c2ccccc21
#42 COc1ccccc1CCNC1C2CC3CC(C2)CC1C3 (configuration not stated)
#43 O=C(C[n+]1ccn(CCCNP2(=O)C=C(c3ccccc3)OC(c3ccccc3)=C2)c1)c1ccccc1
#44 Oc1ccc(/C=N/NP(=S)(c2ccccc2)c2ccccc2)cc1

Screen / compound no. | 41 | 42 | 43 | 44
L929 necroptosis | 0.8 | -0.5 | 0.3 | -0.3
PERK inh | 0.0 | -0.8 | 0.6 | -0.1
Rad51 HR inh | 16 | 22 | -3 | -8
EBV gp42 inh | 13 | -12 | 13 | -16
TNF necrop inh | -0.1 | 2.6 | 1.0 | 0.4
KCC2 mod | 0.47 | 0.022 | -0.57 | 0.65
m-calpain inh | 9 | -15 | 1 | 47
Mdm2 ligase inh | -12 | -9 | -8 | -1
eIF4E-4G inh | 5 | -3 | -2 | 15
